CBFb-RUNX1 inh = qHTS Assay for Compounds Blocking the Interaction Between CBF-beta and RUNX1 for the Treatment of Acute Myeloid Leukemia. Runt-related transcription factor 1 (Homo sapiens) + Core-binding factor subunit beta …. AlphaScreen CBFb-His/RUNX1-biotin binding, biochemical. Potency, µM (doses to about 59.8 µM), inactives show at the top dose activity, negative = inhibition, actives largely listed as inhibitors. 230,000 tested, under 10 active. AID 1477, 2009; also: % of control where 0% means no effect
Target sequence (Q01196 whole entry, looked up): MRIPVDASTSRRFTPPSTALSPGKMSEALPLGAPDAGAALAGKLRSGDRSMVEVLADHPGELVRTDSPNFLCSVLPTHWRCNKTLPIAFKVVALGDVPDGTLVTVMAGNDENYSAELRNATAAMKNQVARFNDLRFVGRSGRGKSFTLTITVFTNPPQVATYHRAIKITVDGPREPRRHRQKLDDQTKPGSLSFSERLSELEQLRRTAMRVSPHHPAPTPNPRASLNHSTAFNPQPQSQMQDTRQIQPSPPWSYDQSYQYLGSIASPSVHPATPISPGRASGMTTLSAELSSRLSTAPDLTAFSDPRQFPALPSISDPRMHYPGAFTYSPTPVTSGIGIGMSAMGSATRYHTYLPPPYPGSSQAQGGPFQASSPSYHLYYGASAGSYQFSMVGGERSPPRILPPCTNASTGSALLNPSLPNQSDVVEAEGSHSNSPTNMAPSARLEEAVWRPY
Target sequence (Q13951 whole entry, looked up): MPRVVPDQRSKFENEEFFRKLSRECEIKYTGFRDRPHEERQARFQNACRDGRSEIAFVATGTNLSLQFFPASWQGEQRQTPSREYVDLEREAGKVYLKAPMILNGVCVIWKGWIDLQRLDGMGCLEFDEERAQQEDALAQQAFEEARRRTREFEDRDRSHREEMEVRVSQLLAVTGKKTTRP
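His-tagged CBF-beta and biotinylated RUNX1 (30 nM each) were premixed 20 min at room temperature, exposed to compound for 15 min, then given nickel-chelate and streptavidin AlphaScreen beads (50 ng each). After 90 min, AlphaScreen signal was read.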
LMNA splice mod = qHTS Assay for Modulators of Lamin A Splicing; HeLa LMNA splicing GFP/RFP minigene ratio, 48 h; Potency, µM (top dose mostly 46.1 µM), without a hit: top-dose ratio change, negative = inhibition, usual class: inhibitors; 0.01% of 200,000 active; AID 1487, 2009; active = well fitted inhibition curve with a large enough effect in the signal ratio, with a control signal flat, not every such curve was filed as active; inconclusive = small, poorly fitted or top-dose-only effect, or effect the other way, or a change in a side signal; the % refers to the signal ratio; also: potency is read from the fitted curve at half-maximal effect; % is scaled to controls: 0 for no effect and ±100 for the full control effect
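Read-out is the ratio of GFP to DsRed2 object intensity, acquired by 488 nm laser-scanning cytometry on HeLa lamin A-EGFP minigene reporter cells. Compound incubation 48 hrs at 37 °C in Opti-MEM with 2% FBS; DMSO 0.5% final.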
GAA spleen mod = qHTS Assay for Inhibitors and Activators of Human alpha-Glucosidase From Spleen Homogenate | Lysosomal alpha-glucosidase (Homo sapiens), P10253 | human spleen homogenate, 4-MU-alpha-glucoside fluorescence | Potency, µM (series often up to 79.9 µM), for the others: at the top dose activity change, negative = inhibition, hits mostly inhibitors | 0.006% of 240,000 active | AID 2112, 2009;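 also: potency is read from the fitted curve at half-maximal effect; 0% = enzyme with vehicle and -100% = no enzyme basal signal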
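Compounds were titrated against alpha-glucosidase in spleen homogenate at pH 5.0, with 1 mM 4-methylumbelliferyl substrate for 40 min at 37 C. Reactions were quenched with pH 10 NaOH/glycine and fluorescence measured.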
HttQ103 aggreg = qHTS Multiplex Assay to Identify Dual Action Probes in a Cell Model of Huntington: Aggregate Formation (GFP). 1.1% of 220,000 active. Potency, µM (top dose mostly 46.1 µM), for the others: at the highest dose activity change, negative = inhibition, actives largely listed as inhibitors. PC12 HttQ103-GFP aggregates, Acumen cytometry, 40 h; also: potency is read from the fitted curve at half-maximal effect; % is scaled to controls: 0 for no effect and ±100 for the full control effect; nearly all actives have a fitted effect of over 60% in size
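Inducible Q103 Huntingtin exon 1–GFP PC12 line, 1500 cells/well in phenol red free DMEM with 5% equine and 5% calf serum. Tebufenozide 100 nM induced expression; compounds titrated; aggregates quantified by cytometry.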
GAA glycogen mod = qHTS Assay for Inhibitors and Activators of Human alpha-Glucosidase Cleavage of Glycogen; Lysosomal alpha-glucosidase (Homo sapiens), P10253; recombinant GAA, glycogen substrate, Amplex Red glucose oxidase fluorescence; Potency, µM (series often up to 76.4 µM), for inactives: at the top dose activity change, negative = inhibition, most hits filed as inhibitors; 0.38% of 300,000 active;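 also: potency is read from the fitted curve at half-maximal effect; 0% = full enzyme reaction and -100% = no-enzyme basal signal; the screen sought inhibitors and activators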
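Recombinant human alpha-glucosidase (4 nM final) hydrolysed bovine liver glycogen (30 ug) for 40 min at 37 C in pH 5.0 citrate/phosphate with 0.01% Tween-20. Released glucose detected by glucose oxidase/Amplex Red, Ex 573/Em 610 nm. Compounds up to 77 uM; AC50 from Hill fits.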
HTT cytoprotect = qHTS Multiplex Assay to Identify Dual Action Probes in a Cell Model of Huntington: Cytoprotection (ATP); PC12 HTT-Q103 induced, cytoprotection, ATP luminescence, 40 h; Potency, µM (doses to about 56.4 µM), for inactives: cytoprotection (ATP increase), actives largely listed as activators; 0.14% of 230,000 active;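 also: potency is read from the fitted curve at half-maximal effect; % of control where 0% means no effect; nearly all actives have a fitted effect of over 45% in size; toxic huntingtin expression switched on by the ecdysone agonist tebufenozide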
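Readout: ATPlite luminescence (ATP level). Model: stable PC12, inducible Htt exon1 Q103-GFP. Inducer: tebufenozide, 100 nM final. Compounds: dose series. No G418 in medium.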
The depositor's hits bear a star; ? = inconclusive; · = no result given; [ ] = another dose, or the depositor's remark. Unless noted, calls follow the shape of the dose curve; as a rule, active = well fitted curve in the direction sought with a large enough effect; inconclusive = small, poorly fitted or top-dose-only effect, or another doubt; inactive = no such curve, though single readings can be large; an effect the other way counts as inactive or inconclusive. This is a subset (hit frequency here may not be typical).

SMILES	CBFb-RUNX1 inh	LMNA splice mod	GAA spleen mod	HttQ103 aggreg	GAA glycogen mod	HTT cytoprotect
Cc1cccc(NC(c2ccccc2F)c2ccc3ccc(C)nc3c2O)n1 (configuration not stated)	·	?	·	·	·	·
CCC(Sc1nc2ccccc2c2nc(CCn3cncc3C)nn12)C(=O)Nc1cccc(OC)c1 (configuration not stated)	·	?	·	·	·	·
Cc1cccc2nc(-c3ccccn3)c(Nc3ccccc3)n12	·	·	·	·	?	·
Cc1ccccc1C(=O)Nc1cccc(-c2nc3cccnc3s2)c1	·	·	·	·	11%[76.3 µM]	·
CC12CCC(=O)C=C1CCC1C2CCC2(C)C1CC[C@]2(O)C(=O)CO (some centres not stated)	·	·	·	·	-4%[76.3 µM]	·
Cc1ccc(NC(=O)Cn2c(=O)n(CCC(=O)N3CCc4ccccc4C3)c(=O)c3ccccc32)c(C)c1	·	·	·	·	-8%[76.3 µM]	·
Cc1ccnc(NC(c2cccc(O)c2)c2ccc3ccc(C)nc3c2O)c1 (configuration not stated)	·	·	·	·	?	·
COc1ccc(CNC(=O)Nc2ccc3c(c2)N(C)C(=O)c2ccccc2S3)cc1OC	·	·	·	·	-7%[76.3 µM]	·
Cc1ccccc1Cc1c(C)nc2c(-c3ccccc3)c(C)[nH]n2c1=O	·	·	·	·	15%[76.3 µM]	·
CCOc1ccc(NC(=O)Cn2cc(C(=O)c3cccs3)c3ccccc32)cc1	·	·	·	·	0%[76.3 µM]	·
COc1ccc(OCC(=O)Nc2cc(-c3nc4ccccc4s3)ccc2C)cc1	·	·	·	·	-13%[76.3 µM]	·
OCc1ccccn1	·	·	·	2%	·	?
NS(=O)(=O)c1cc(-c2nn[nH]n2)c(NCc2cccs2)cc1Cl	·	·	·	14%	·	-7%
O=C(Nc1ccc(Cl)c(Cl)c1)C1CC1	·	·	·	4%	·	21%
CCCOC(C(=O)OC1CCN(C)CC1)(c1ccccc1)c1ccccc1	·	·	·	-10%	·	-26%
Cc1cccc(C)c1NC(=O)CN(CC(=O)O)CC(=O)O	·	·	·	0%	·	?
CC(=O)Nc1ncc([N+](=O)[O-])s1	·	·	·	12%	·	24%
NNC(=O)CP(=O)(c1ccccc1)c1ccccc1	·	·	·	15%	·	1%
CO/N=C(/C(=O)N[C@@H]1C(=O)N2C(C(=O)O)=C(C[n+]3ccc(N)n3CCO)CS[C@H]12)c1csc(N)n1	·	·	·	-9%	·	-7%
CNC1CCCN(c2c(F)cc3c(=O)c(C(=O)O)cn(C4CC4)c3c2OC)C1 (configuration not stated)	·	·	·	16%	·	26%

Exported with values under each structure: 3 of the compounds above.
Each structure is followed by: CBFb-RUNX1 inh, LMNA splice mod, GAA spleen mod, HttQ103 aggreg, GAA glycogen mod, HTT cytoprotect
O=C(Nc1ccc(Cl)c(Cl)c1)C1CC1
    ·, ·, ·, 4%, ·, 21%
CO/N=C(/C(=O)N[C@@H]1C(=O)N2C(C(=O)O)=C(C[n+]3ccc(N)n3CCO)CS[C@H]12)c1csc(N)n1
    ·, ·, ·, -9%, ·, -7%
NNC(=O)CP(=O)(c1ccccc1)c1ccccc1
    ·, ·, ·, 15%, ·, 1%

Exported field by field: part of the list above
molecule: Cc1cccc(C)c1NC(=O)CN(CC(=O)O)CC(=O)O
- CBFb-RUNX1 inh = ·
- LMNA splice mod = ·
- GAA spleen mod = ·
- HttQ103 aggreg = 0%
- GAA glycogen mod = ·
- HTT cytoprotect = ?
molecule: CCCOC(C(=O)OC1CCN(C)CC1)(c1ccccc1)c1ccccc1
- CBFb-RUNX1 inh = ·
- LMNA splice mod = ·
- GAA spleen mod = ·
- HttQ103 aggreg = -10%
- GAA glycogen mod = ·
- HTT cytoprotect = -26%
molecule: O=C(Nc1ccc(Cl)c(Cl)c1)C1CC1
- CBFb-RUNX1 inh = ·
- LMNA splice mod = ·
- GAA spleen mod = ·
- HttQ103 aggreg = 4%
- GAA glycogen mod = ·
- HTT cytoprotect = 21%
molecule: OCc1ccccn1
- CBFb-RUNX1 inh = ·
- LMNA splice mod = ·
- GAA spleen mod = ·
- HttQ103 aggreg = 2%
- GAA glycogen mod = ·
- HTT cytoprotect = ?

(listing goes on)
SMILES	CBFb-RUNX1 inh	LMNA splice mod	GAA spleen mod	HttQ103 aggreg	GAA glycogen mod	HTT cytoprotect
CCCCCCCCCCCCCCNCCO	·	·	·	-10%	·	-4%
CC(=O)N1CC(O)CC1C(=O)O (configuration not stated)	·	·	·	-6%	·	13%
CCCCCCCCCCCCCC[N+](C)(C)Cc1ccccc1	·	·	·	25µM*	·	-99%[inhibitor]
CC(=O)O[C@@]12CO[C@@H]1C[C@H](O)[C@@]1(C)C(=O)[C@H](O)C3=C(C)[C@@H](OC(=O)C(O)[C@@H](NC(=O)OC(C)(C)C)c4ccccc4)C[C@@](O)([C@@H](OC(=O)c4ccccc4)[C@H]21)C3(C)C (some centres not stated)	·	·	·	1%	·	-59%[inhibitor]
Cc1ccc2nc(N)[nH]c(=O)c2c1Sc1ccncc1	·	·	·	-3%	·	-36%
C/C=C/C=N/NC(=O)c1ccncc1	·	·	·	12%	·	-11%
CCCC(=O)O[C@]1(C(=O)COC(C)=O)CC[C@H]2C3C[C@H](F)C4=CC(=O)C=CC4(C)[C@@]3(F)[C@@H](O)CC21C (some centres not stated)	·	·	·	8%	·	7%
COc1cc2nc(N3CCN(C(=O)[C@H]4COc5ccccc5O4)CC3)nc(N)c2cc1OC	·	·	·	·	0%[76.3 µM]	-16%[1.9 µM]
CC(=O)O[C@H]1Cc2ccccc2N(C(N)=O)c2ccccc21	2%	·	-3%	·	·	·
COc1ccc(-c2cc(=O)c3c(OC)c(OC)c(OC)cc3o2)cc1OC	7%	·	10%	·	·	·
Cc1ccc2nc(NCCN)c3ncc(C)n3c2c1	6%	·	-2%	·	·	·
O=P(O)(O)OC(CO)CO	?	·	3%	·	·	·
CC1OC(OCC2OC(Oc3cc(O)c4c(c3)OC(c3ccc(O)cc3)CC4=O)C(O)C(O)C2O)C(O)C(O)C1O (configuration not stated)	22%	·	-1%	·	·	·
COc1ccc(-c2cc(=O)c3c(O)c(OC)c(OC)c(OC)c3o2)cc1OC	·	?	1%	·	·	·

Compound activity deposited in PubChem BioAssay by National Center for Advancing Translational Sciences (NCATS).
